Bioassay records deposited in PubChem BioAssay by The Scripps Research Institute Molecular Screening Center.
PME-1 inh – PME-1 (human) inhibition | Q9Y570 | recombinant PME-1, FP-Rh probe fluorescence polarization | inhibition, % at 5.9 µM | actives 0.53% (n = 320,000) | AID 2130;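 active = inhibition above the campaign mean of all compounds plus 3 SD, cut at about 26% in these data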;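 also: competitive labeling of PME-1 active site by serine hydrolase directed probe; 0% = PME-1 with DMSO and 100% = wells lacking PME-1 enzyme; inhibitors block probe labeling so polarization falls and inhibition rises; many of its hits are not listed in these tables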
PAFAH1B2 FP inh – PAFAH1B2 (human) inhibition; P68402; recombinant PAFAH1B2, FP-rhodamine activity probe, fluorescence polarization; inhibition, % at 3.39 µM; actives 1.2% (n = 340,000); AID 492953;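 active = inhibition above the mean of all tested compounds plus 3 SD, cut at about 24% in these data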;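 also: 0% = enzyme with DMSO and 100% = wells lacking PAFAH1B2; many of its hits are not listed in these tables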
Target sequence (P68402 whole entry, looked up): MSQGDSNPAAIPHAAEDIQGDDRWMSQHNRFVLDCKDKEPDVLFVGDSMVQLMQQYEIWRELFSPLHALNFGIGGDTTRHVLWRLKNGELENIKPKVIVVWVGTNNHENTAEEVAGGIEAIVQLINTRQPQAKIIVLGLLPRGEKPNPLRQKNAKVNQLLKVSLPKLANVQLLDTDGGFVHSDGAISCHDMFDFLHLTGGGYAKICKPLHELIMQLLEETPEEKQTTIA
Fam108B inh – blocks mouse Fam108B hydrolase in RBBP9 counter-screen | recombinant Fam108B, FP-Rh probe fluorescence polarization | inhibition, % at 9.51 µM | actives 0.33% (n = 300,000) | AID 1947;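 active = inhibition above the screen mean inhibition plus 3 SD, computed separately per campaign, cut at about 18% in these data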;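 also: inhibitors lower polarization as less probe binds the enzyme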
PAFAH1B3 inh – inhibitors of human PAFAH1B3; recombinant PAFAH1B3, FP-rhodamine probe, fluorescence polarization; inhibition, % at 3.39 µM; actives 0.28% (n = 340,000); Q15102;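 active = inhibition above the screen-wide average of all tested compounds plus 3 SD, cut at about 25% in these data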;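 also: 0% = enzyme with DMSO only and 100% = wells lacking PAFAH1B3 protein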
PAFAH2 inh – PAFAH2 (human) inhibition; Q99487; recombinant PAFAH2, FP-rhodamine activity probe, fluorescence polarization; inhibition, % at 3.39 µM; actives 0.99% (n = 340,000);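 active = inhibition above the mean over all tested compounds plus 3 SD, cut at about 30% in these data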;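 also: inhibitors block probe labeling of enzyme so polarization drops; 0% = enzyme with DMSO and 100% = wells lacking PAFAH2 protein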
LYPLA1 counter – counter-screen for PME1 inhibitors: inhibitors of human LYPLA1; O75608; recombinant LYPLA1, FP-Rh probe fluorescence polarization; inhibition, % at 5.9 µM; actives 0.16% (n = 320,000);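 active = inhibition above the mean of all tested compounds plus 3 SD, set per campaign, cut at about 14% in these data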;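 also: inhibitors block serine hydrolase probe labeling of LYPLA1 so polarization falls; 0% = enzyme with DMSO and 100% = wells lacking LYPLA1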
GSTO1 counter – blocks human GSTO1 in RBBP9 counter-screen. P78417. recombinant GSTO1, activity-based probe fluorescence polarization. inhibition, % at 5.96 µM. actives 1.1% (n = 300,000). AID 1974;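 active = inhibition above the campaign mean inhibition plus 3 SD, cut at about 35% in these data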;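 also: 0% = GSTO1-1 with DMSO and 100% = wells lacking GSTO1-1 enzyme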
PAD4 FP inh – PAD4 (human) enzyme inhibition | actives 0.41% (n = 330,000) | recombinant PAD4, RCA probe fluorescence polarization | inhibition, % at 6.36 µM | AID 485272;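 active = percent inhibition above a cutoff equal to the mean of all tested compounds plus 3 SD, cut at about 15% in these data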;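 also: 0% = PAD4 with RCA probe and DMSO and 100% = probe without PAD4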
Target sequence (Q9UM07 whole entry, looked up): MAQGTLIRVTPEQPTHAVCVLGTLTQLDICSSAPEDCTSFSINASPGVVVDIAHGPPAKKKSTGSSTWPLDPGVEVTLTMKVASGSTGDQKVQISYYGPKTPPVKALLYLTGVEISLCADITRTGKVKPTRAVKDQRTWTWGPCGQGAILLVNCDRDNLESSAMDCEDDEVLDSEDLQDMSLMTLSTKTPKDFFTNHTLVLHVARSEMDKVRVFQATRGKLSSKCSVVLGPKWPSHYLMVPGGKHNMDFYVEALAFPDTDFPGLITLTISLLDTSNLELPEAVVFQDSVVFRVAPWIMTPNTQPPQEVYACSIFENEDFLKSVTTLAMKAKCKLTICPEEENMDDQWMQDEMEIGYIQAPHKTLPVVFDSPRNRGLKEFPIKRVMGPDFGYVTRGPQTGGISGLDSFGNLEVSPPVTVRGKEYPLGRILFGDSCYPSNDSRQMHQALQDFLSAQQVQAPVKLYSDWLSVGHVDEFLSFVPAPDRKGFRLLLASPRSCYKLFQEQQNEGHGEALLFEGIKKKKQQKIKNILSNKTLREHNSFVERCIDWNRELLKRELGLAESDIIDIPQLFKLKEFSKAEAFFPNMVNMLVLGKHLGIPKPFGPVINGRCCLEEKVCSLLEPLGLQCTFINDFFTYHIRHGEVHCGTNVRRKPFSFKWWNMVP
pPAFAH inh – inhibitors of human plasma PAF acetylhydrolase (pPAFAH); Q13093; recombinant pPAFAH, FP-rhodamine probe fluorescence polarization; inhibition, % at 3.39 µM; actives 1.5% (n = 330,000);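 active = inhibition above the mean inhibition across the screen plus 3 SD, cut at about 25% in these data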;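 also: inhibitors block binding of the rhodamine activity-based probe so polarization drops; 0% = enzyme with DMSO and 100% = wells lacking pPAFAH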
An asterisk follows results filed as active; x = no result given. These rows are one share of the data, so the mix of outcomes need not match the whole.

SMILES	PME-1 inh	PAFAH1B2 FP inh	Fam108B inh	PAFAH1B3 inh	PAFAH2 inh	LYPLA1 counter	GSTO1 counter	PAD4 FP inh	pPAFAH inh
O=C(CCc1ccccc1)Nc1ccc(S(=O)(=O)N2CCCC2)cc1	12	9	-6	-6	3	-4	-5	-11	-8
O=C(C1CC(=O)N(C2CCCC2)C1)N1CCN(c2ccccc2)CC1 (centres undefined)	2	8	4	0	1	7	-6	3	8
CCC(C)NC(=O)CSc1nc2ccsc2c(=O)n1-c1ccc(OC)cc1 (centres undefined)	5	8	-1	9	4	0	0	1	-4
Cc1ccc2nc(-c3ccncc3)cc(C(=O)Nc3ccc(OC(F)F)cc3)c2c1	-19	-4	-10	-10	-6	-8	1	3	0
Cc1ccc(-c2nnc(-c3cc(C)on3)o2)cc1	1	7	0	7	-1	-2	8	-1	1
CCN(CCCNS(=O)(=O)c1ccc2c(c1)oc(=O)n2C)c1cccc(C)c1	-1	-4	0	-1	-2	-2	38*	1	6
CC(NC(=O)c1ccc(N(C)C)cc1)c1ccc(F)cc1 (centres undefined)	-11	5	4	4	11	-2	6	-2	3
CCOc1ccc(C(=O)CSc2nnc(C3CC3)n2C)cc1	5	4	-3	8	12	0	-2	-5	4
Cc1cc(C)cc(N(CCC#N)C(=O)CSc2nc3nc(C)cc(C)n3n2)c1	0	1	-2	5	7	3	2	0	-1
COc1cc(NC(=O)c2cc3nc(-c4ccccc4)cc(-c4ccccc4)n3n2)cc(OC)c1OC	-4	-7	2	2	-12	-7	12	1	9
CN1CCN(c2ccc(S(=O)(=O)N3CCCCC3)cc2NC(=O)Cc2ccccc2F)CC1	-7	3	-2	8	15	-8	2	-15	-4
O=C(NCC1CCCO1)C1c2ccccc2C(=O)N1C1CCCCCCC1 (centres undefined)	-4	-2	8	0	4	2	0	2	6
COc1ccc(NC(=O)c2cc(C(C)C)on2)cc1OC	-2	4	-5	-5	1	0	2	1	8
C=CCn1cccc(C(=O)Nc2ccc(N(C)C)cc2)c1=O	-9	1	0	4	-5	1	2	2	4
Cc1cc(NC(=O)CSc2ncc(C(=O)O)n2-c2ccc(F)cc2)no1	x	12	x	5	1	x	x	-8	2
CC(C)=CCC12Oc3cc(O)ccc3C1(O)Oc1cc3c(c(O)c1C2=O)C=CC(C)(C)O3 (centres undefined)	2	x	-4	x	x	-6	-7	-2	0
S=c1[nH]nc(-c2ccncc2)n1/N=C/C=C/c1ccco1	2	8	2	6	16	0	12	2	18
O=Cc1ccc(N2CCCC2)c(F)c1	-6	6	-2	2	4	1	-4	0	0
CCc1cc2c(SCC(=O)N3CC(=O)Nc4ccccc43)ncnc2s1	3	3	1	-4	-5	-7	4	-2	0
CC1(C(=O)N(c2ccccc2)C(C(=O)NC2CCCC2)c2ccccn2)CC(=O)N=C2C=CC=CN21 (centres undefined)	-4	6	-3	6	6	-5	2	2	7
Cn1nccc1CNC(=O)c1c(Cl)cnn1C	4	2	0	5	-5	1	0	-3	1
NNC(=O)c1[nH]c2ccccc2c1-c1ccccc1	7	-5	1	6	-7	-5	8	2	8
CSc1nsc(SCC(=O)Nc2ccccn2)n1	-3	1	3	0	-8	-4	4	3	3
O=C(COC(=O)c1ccccc1NC(=O)c1ccco1)NCCC1=CCCCC1	-3	3	-6	-2	2	-7	1	-1	6
CC[C@@]12C(=O)N(c3cccc(Br)c3)C(=O)N1[C@H](c1ccc(F)cc1)[C@@H]1C(=O)N(C3CCCCC3)C(=O)[C@@H]12	4	6	-2	5	0	-3	-3	4	7

An excerpt from above in order of their number in PAFAH1B3 inh, falling.
molecule	PME-1 inh	PAFAH1B2 FP inh	PAFAH1B3 inh	PAFAH2 inh	PAD4 FP inh	pPAFAH inh
CCOc1ccc(C(=O)CSc2nnc(C3CC3)n2C)cc1	5	4	8	12	-5	4
Cc1cc(C)cc(N(CCC#N)C(=O)CSc2nc3nc(C)cc(C)n3n2)c1	0	1	5	7	0	-1
C=CCn1cccc(C(=O)Nc2ccc(N(C)C)cc2)c1=O	-9	1	4	-5	2	4

(cont.)
SMILES	PME-1 inh	PAFAH1B2 FP inh	Fam108B inh	PAFAH1B3 inh	PAFAH2 inh	LYPLA1 counter	GSTO1 counter	PAD4 FP inh	pPAFAH inh
CCOC(=O)c1c(NC(=O)CSc2nnc(CN3CCOCC3)n2C)sc2c1CCCC2	3	-1	-2	1	-2	2	4	-5	10
O=C(Cn1nnc(-c2ccccc2F)n1)Nc1cccc2ncccc12	0	-1	1	2	-1	1	4	-1	0
COc1cccc(COC(=O)c2ccc3c(c2)NC(=O)C(C)S3)c1OC (centres undefined)	-11	-2	-3	0	5	-1	-13	2	5
O=C(c1cc2ccccc2oc1=O)N(Cc1cccs1)CC1CCCO1 (centres undefined)	-2	0	1	5	1	4	-1	-6	1
CCCn1nnc(NC(=O)C(C)Oc2ccc(Cl)cc2Cl)n1 (centres undefined)	3	2	6	1	1	1	6	-2	2
O=C(NCC(F)(F)F)N1CCOCC1	0	1	-2	0	-3	2	9	0	-1
C=C(c1ccc(OCCO)cc1)c1ccc(OCCO)cc1	4	-3	8	3	6	-1	-5	-3	-4
COc1ccc(CN2CCc3ccc(NC(=O)CCc4ccccc4OC)cc3C2)c(O)c1	-5	9	0	9	2	-4	9	-2	2
Cc1noc(NS(=O)(=O)c2ccc(NC(=O)C34CC5CC(C3)CC(n3cnc(Br)n3)(C5)C4)cc2)c1C	6	1	1	-11	2	-5	-1	-3	3
CS(=O)(=O)N1CCN(c2ccc([N+](=O)[O-])cc2F)CC1	-5	5	-2	11	5	1	-12	-4	6
Cc1ccc2c(c1)C(=O)C(=O)N2Cc1ccc(Br)cc1	x	7	x	15	11	x	x	-2	8
CC1(C)CC(NC(=O)CSc2ccccc2)CC(C)(C)N1	-1	3	3	6	8	-7	4	-6	4
Cc1cc(NC(=O)CC#N)n(-c2nc3ccccc3[nH]2)n1	-4	3	-4	8	-9	-10	-34	-6	7
CCOC(=O)c1ccc(NC(=O)N2CCOCC2)cc1	3	-1	5	-3	1	5	4	0	0
COc1ccc(N2C(=O)CC(SC(C)C)C2=O)cc1 (centres undefined)	6	2	-5	1	3	1	2	-1	5
CN(Cc1cccs1)C(=O)CSc1nc(N)cc(N)n1	-6	2	0	-2	0	-1	8	0	5
COc1ccc(-n2c(N)c(Br)c(=O)[nH]c2=O)cc1	5	2	6	8	4	-1	-7	2	7
CCCCSCCCNC(=O)c1ccc(CS(=O)(=O)c2ccc(OC)cc2)o1	5	9	5	13	-9	4	-3	-7	0
CCOC(=O)c1c(C)[nH]c(C)c1S(=O)(=O)NCCN1CCN(c2cc(Cl)ccc2C)CC1	-1	-6	0	3	-7	-1	-3	-1	3
COc1ccc(CN2C=C3C(=O)C(C)(OC(=O)C4CCCC4)C(=O)C=C3C=C2c2ccsc2)cc1 (centres undefined)	7	0	12	0	0	2	33	-14	19
N#Cc1ccc(-c2ccc3c(c2)OCO3)nc1SCC(=O)OCc1ccccc1	-14	-6	-6	-6	-7	-13	2	-8	1
O=C(Nc1ccccn1)N1CCOCC1	0	5	0	10	-2	-3	7	-4	2
CCN(CC)CCNC(=O)c1cc2ccccc2nc1Cl	-2	-2	-3	3	-2	-4	7	3	-2
Cc1cccc(C)c1NC(=O)CN(C)C(=O)CC1CC2CCC1C2 (centres undefined)	-1	8	x	-2	4	1	x	6	-3
Cc1ccc(C2(C(=O)N3CCC(n4nc(-c5ccccc5)oc4=O)CC3)CC2)cc1	6	4	8	4	-1	0	-4	1	10

(listing goes on)
SMILES	PME-1 inh	PAFAH1B2 FP inh	Fam108B inh	PAFAH1B3 inh	PAFAH2 inh	LYPLA1 counter	GSTO1 counter	PAD4 FP inh	pPAFAH inh
CCS(=O)(=O)Nc1ccc(C2=NN(C(=O)c3ccco3)C(c3ccc(C)cc3)C2)cc1 (centres undefined)	3	-1	5	1	1	-2	-6	-5	-2
CC(NCc1ccc2c(c1)OCO2)C(=O)NC1CCCc2ccccc21 (centres undefined)	5	3	-6	2	5	2	6	-1	4
CCOC(=O)C(C)Oc1cccc2c(=O)n(CC(=O)NCc3ccc(F)cc3)ccc12 (centres undefined)	3	6	3	-2	-7	2	1	0	0
CC(NC(=O)c1ccccc1)C(=O)OCC(=O)c1ccc(Br)cc1 (centres undefined)	18	17	8	5	4	5	5	9	5
O=C(c1ccc(COc2ccc3ccccc3c2)o1)N1N=C(C(F)F)CC1(O)C(F)F (centres undefined)	-28	-4	-14	-6	-11	-20	2	-3	-2
O=C(NNC(=S)NCc1ccccc1)c1ccc(Br)cc1	-4	10	-3	6	-2	3	2	0	9
C#CCOCCOCCOCCNc1nc(N2CCN(C(=O)[C@H](CCC(=O)O)n3cc([C@@H](N)[C@H](C)CC)nn3)CC2)nc(N2CCN(C(=O)[C@H](CCC(=O)O)n3cc([C@@H](N)CCSC)nn3)CC2)n1	x	4	x	3	0	x	x	-1	-1
Cc1cc(-c2nnc(SCc3ccccn3)o2)no1	-3	-3	0	5	3	1	2	2	3
COC(=O)c1cccc(N(CC(=O)NC2CCCCC2)C(=O)CNC(=O)c2cccs2)c1	-3	5	2	-4	-4	0	4	0	-1
COc1ccc(Cl)cc1NC(=O)C1CCN(C(=O)Nc2ccccc2)CC1	-4	5	x	2	-1	-4	x	-2	1
COC(=O)CN(C)C(=O)CC1C(=O)NCCN1CC(C)(C)C (centres undefined)	2	5	4	-2	5	0	6	3	3
Cc1ccc(-c2csc(/C(C#N)=C/Nc3ccc4c(c3)OCCO4)n2)cc1	5	1	1	-9	1	-2	-1	-2	5
Cc1nn(C)cc1C1C2=C(CC(C)(C)CC2=O)N(c2ccccc2)C2=C1C(=O)CC(C)(C)C2	2	2	4	-3	9	1	2	-3	2
NC(=O)c1cc2ccccc2o/c1=N/NC(=O)c1cccs1	4	1	0	10	6	-2	-5	-7	0
O=C(CSc1nnc(-c2cccnc2)o1)N1CCCCC1	4	8	-2	0	12	1	4	0	1
Cc1ccccc1N1CCN(Cc2nc(Cc3ccccc3)no2)CC1	-3	2	0	-1	12	7	5	-1	0
COC(=O)CSc1nc(N2CCOCC2)c2c(c1C#N)CC(C)(C)N(C)C2	-6	-3	0	7	-7	1	1	-1	2
CCOC(=O)CNC(=O)c1cc(OC)cc(OC)c1	-1	1	2	2	1	-2	8	-6	2
CC(C)NC(=O)Cn1c(SCC(=O)c2ccc(F)cc2)nc2ccccc21	-2	2	-5	-6	-7	-6	0	-4	5
CCN(C(=O)c1cn(C)c(=O)c2cc(OC)c(OC)cc12)c1cc(OC)ccc1OC	-3	7	-3	9	-1	0	1	-3	1
COc1ccc(C(=O)Nc2ccccc2N2CCN(C(=O)c3ccccc3)CC2)cc1Br	-3	0	-5	-3	-1	-6	-7	0	2
CCOC(=O)N1CCC(NC(=O)CCC(=O)N2CC(C)Oc3ccccc32)CC1 (centres undefined)	0	3	0	10	4	2	-2	0	-1
NS(=O)(=O)c1cccc(NC(=O)c2ccno2)c1	1	2	-1	-1	-2	1	3	-5	3
Cc1ccc(/C=c2\sc3n(c2=O)CN(c2cccc(Br)c2)CN=3)o1	-2	6	4	6	1	-4	-1	2	2
O=C(CNC(=O)c1ccc2c(c1)OCCO2)N/N=C/c1ccc(O)cc1O	2	5	-4	6	-9	-3	4	-8	-3
COc1ccc(S(=O)(=O)Nc2nnc(Cc3ccc(OC)c(OC)c3)s2)cc1	5	7	-3	4	4	-1	-2	5	-7
CC(=O)c1cccc(NC(=O)Nc2cnn(Cc3ccc(Cl)cc3Cl)c2)c1	17	2	5	12	-7	-4	-14	1	1
